# Source: PubChem BioAssay (National Center for Advancing Translational Sciences (NCATS))
# HT1080 IDH1KD tx: kills HT-1080 cells with IDH1 knockdown. HT-1080 IDH1 knockdown viability, ATP luminescence, 48 h. Potency, µM (highest dose often 46.1 µM), inactives show at the highest dose activity, negative = toxicity, most hits filed as cytotoxic. hit rate 2% among 360,000. AID 686971;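 further: potency means the concentration at half of the fitted maximal effect; 0% = DMSO wells and -100% = cell-free medium wells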
#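 Luminescent ATP read-out (CellTiter-Glo, 10 min at room temperature) after 48 h compound exposure at 37 °C gave viability of IDH1-knockdown HT-1080 cells. Activity was normalised to DMSO and cell-free wells, then fitted as concentration-response curves.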
# SW480 rerep: induces DNA re-replication in SW480 colon adenocarcinoma cells; Potency, µM (top dose mostly 46.1 µM), without a hit: at the highest dose re-replication activation, actives largely listed as activators; SW480 DNA re-replication, Hoechst DNA content imaging, 48 h; hit rate 1.8% among 340,000; further: potency means the concentration at half of the fitted maximal effect; % of control where 0% means no effect; nearly all actives have a fitted effect of over 55% in size
#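 Image-based DNA-content assay: after two days of treatment, nuclei were labelled with the DNA dye Hoechst and imaged, and hits were compounds raising the count of nuclei showing high fluorescence intensity.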
# KB-V1 cytotox: kills drug-selected multidrug resistant KB-V1 cells | KB-V1 MDR cells viability, CellTiter-Glo, 72 h | Potency, µM (top dose mostly 46.1 µM), for inactives: top-dose activity change, negative = cytotoxicity, actives largely listed as cytotoxic | hit rate 3.4% among 400,000 | AID 1347076; further: potency means the concentration at half of the fitted maximal effect; on the % scale 0 is the no-effect control and ±100 the full control effect; nearly all actives have a fitted effect of over 60% in size
#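 KB-V1 MDR subline cells in DMEM (phenol-red free, 10% FBS) exposed to compounds in qHTS concentration series for 72 h at 37 degrees C. Viability read by CellTiter-Glo luminescence; concentration-effect curves fitted after normalization and correction.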
# WRN helicase inh: WRN helicase (human) inhibition. WRN helicase unwinding, fluorescent forked duplex, kinetic. Q14191. Potency, µM (series often up to 114 µM), for the others: at the top dose activity change, negative = inhibition, usual class: inhibitors. hit rate 0.46% among 360,000; further: potency means the concentration at half of the fitted maximal effect; on the % scale 0 is the no-effect control and ±100 the full control effect; nearly all actives have a fitted effect of over 55% in size
# Target sequence (Q14191 whole entry, looked up): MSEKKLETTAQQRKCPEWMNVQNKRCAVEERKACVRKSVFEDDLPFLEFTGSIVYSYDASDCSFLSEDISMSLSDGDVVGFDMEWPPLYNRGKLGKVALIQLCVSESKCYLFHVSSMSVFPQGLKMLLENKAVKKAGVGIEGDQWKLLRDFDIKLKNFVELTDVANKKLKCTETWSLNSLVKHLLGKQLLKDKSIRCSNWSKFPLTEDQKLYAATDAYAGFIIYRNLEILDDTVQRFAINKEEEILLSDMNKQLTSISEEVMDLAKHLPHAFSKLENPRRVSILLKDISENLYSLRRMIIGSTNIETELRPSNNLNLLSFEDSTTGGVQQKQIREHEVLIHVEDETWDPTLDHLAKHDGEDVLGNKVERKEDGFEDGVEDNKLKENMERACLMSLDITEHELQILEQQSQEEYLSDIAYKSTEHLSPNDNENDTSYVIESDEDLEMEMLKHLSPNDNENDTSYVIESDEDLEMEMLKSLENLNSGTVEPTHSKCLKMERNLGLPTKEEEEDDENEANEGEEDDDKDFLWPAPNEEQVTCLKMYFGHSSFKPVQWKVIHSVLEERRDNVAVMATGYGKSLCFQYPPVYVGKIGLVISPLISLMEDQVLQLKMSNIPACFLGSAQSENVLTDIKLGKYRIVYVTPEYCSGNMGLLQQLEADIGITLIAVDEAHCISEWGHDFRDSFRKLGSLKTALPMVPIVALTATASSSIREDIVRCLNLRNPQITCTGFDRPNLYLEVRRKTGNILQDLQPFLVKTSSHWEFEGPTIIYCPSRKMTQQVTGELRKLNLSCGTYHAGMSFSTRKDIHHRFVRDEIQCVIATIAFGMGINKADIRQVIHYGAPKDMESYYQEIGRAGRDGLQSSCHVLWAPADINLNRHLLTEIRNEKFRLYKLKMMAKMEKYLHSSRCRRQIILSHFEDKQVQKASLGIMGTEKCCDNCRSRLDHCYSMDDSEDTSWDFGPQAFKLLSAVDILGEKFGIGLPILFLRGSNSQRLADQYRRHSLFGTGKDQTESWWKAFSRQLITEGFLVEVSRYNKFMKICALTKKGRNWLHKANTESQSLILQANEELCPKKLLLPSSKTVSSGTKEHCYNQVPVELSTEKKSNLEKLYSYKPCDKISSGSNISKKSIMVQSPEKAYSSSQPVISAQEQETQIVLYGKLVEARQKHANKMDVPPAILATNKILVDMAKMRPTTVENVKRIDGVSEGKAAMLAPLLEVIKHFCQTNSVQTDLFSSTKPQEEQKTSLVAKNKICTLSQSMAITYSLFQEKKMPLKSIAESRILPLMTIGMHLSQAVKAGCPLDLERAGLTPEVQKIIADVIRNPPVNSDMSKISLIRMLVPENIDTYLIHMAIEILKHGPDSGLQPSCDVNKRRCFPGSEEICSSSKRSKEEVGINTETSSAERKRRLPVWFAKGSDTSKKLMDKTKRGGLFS
#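 Primary qHTS, 1536-well format. 20 nM WRN + compound, 15 min RT; start with 100 nM forked fluorophore/quencher duplex, 2 mM ATP (final); kinetic read ex 525/em 598 nm.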
# ATXN2 expr inh: reduces ATXN2 reporter expression in HEK-293 cells; AID 1745845; HEK-293 ATXN2-luciferase reporter, luminescence, 24 h; Potency, µM (highest dose often 57 µM), without a hit: top-dose activity change, negative = inhibition, most hits filed as inhibitors; hit rate 0.72% among 360,000; further: potency means the concentration at half of the fitted maximal effect; on the % scale 0 is the no-effect control and ±100 the full control effect; nearly all actives have a fitted effect of over 55% in size
#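 ATXN2-luciferase reporter cells (luciferase flanked by upstream and downstream ATXN2 gene portions) were treated 24 h at 37 °C with compounds at up to 57 uM. SteadyGlo luminescence gave expression; GF-AFC fluorescence gave viability.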
# HT1080-NT tox: kills 2HG-producing HT-1080-NT fibrosarcoma cells; HT-1080-NT fibrosarcoma viability, CellTiter-Glo ATP luminescence, 48 h; Potency, µM (series often up to 46.1 µM), for the others: top-dose activity, negative = less viability, most hits filed as cytotoxic; hit rate 1.6% among 360,000; AID 686970;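 further: NT is the 2HG producing partner of a matched IDH1 knockdown line; potency means the concentration at half of the fitted maximal effect; 0% = DMSO-treated cells and -100% = media-only wells without cells; nearly all actives have a fitted effect of over 55% in size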
#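 Viability of the 2HG-overproducing fibrosarcoma line after 48 hours of compound exposure at 37 degrees C was determined by luminescence with CellTiter-Glo, and concentration-effect curves were then fitted and categorized.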
# MCF10A rerep: DNA re-replication induction in MCF 10a cells; MCF 10A DNA re-replication, Hoechst nuclear intensity, 48 h; Potency, µM (highest dose often 46.1 µM), for the others: at the highest dose activity, positive = re-replication, hits mostly activators; hit rate 2.9% among 350,000; AID 624296; further: potency means the concentration at half of the fitted maximal effect; % of control where 0% means no effect; nearly all actives have a fitted effect of over 50% in size
# KB-3-1 tox: KB-3-1 parental cell cytotoxicity; KB-3-1 viability, CellTiter-Glo ATP luminescence, 72 h; Potency, µM (top dose mostly 46.1 µM), without a hit: top-dose activity change, negative = cytotoxic, actives largely listed as cytotoxic; hit rate 1.4% among 400,000; AID 1347075; further: potency means the concentration at half of the fitted maximal effect; on the % scale 0 is the no-effect control and ±100 the full control effect; nearly all actives have a fitted effect of over 60% in size
#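 Screening of KB-3-1 cells (DMEM, 10% FBS, phenol-red free) ran from lowest to highest compound concentration; after 72 h at 37 °C viability was read luminescently and curves fitted.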
# IL-1B inflam inh: inhibitors of inflammasome signaling (IL-1 beta secretion) | hit rate 4.7% among 360,000 | activity change, % at 57.5 µM | THP-1 LPS/ATP IL-1B secretion, AlphaLISA, 16 h; hits give low values; in the data active means activity change below about -50%; inconclusive means mostly about -30% to -49%; further: on the % scale 0 is the no-effect control and ±100 the full control effect
#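 Secreted IL-1B measured by AlphaLISA bead assay after 16 h compound exposure of THP-1 cells; compounds (final up to 57.5 uM) added 1 h before LPS (250 ng/mL) and ATP (1.25 mM) stimulation; lower signal means less secretion.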
# Numbers without * were called inactive; ? = inconclusive; / = not tested or not shown; & = joins results of further samples; [ ] = another dose, or the depositor's remark. Unless noted, the call rests on the fitted dose curve; in most records, active means well fitted curve in the direction sought with a large enough effect; inconclusive means small, poorly fitted or top-dose-only effect, or another doubt; inactive means no such curve, though single readings can be large; an effect the other way counts as inactive or inconclusive.
SMILES,HT1080 IDH1KD tx,SW480 rerep,KB-V1 cytotox,WRN helicase inh,ATXN2 expr inh,HT1080-NT tox,MCF10A rerep,KB-3-1 tox,IL-1B inflam inh
c1ccc2c(C3CCO3)cccc2c1 (stereo not drawn),-0.2%,-46.0%[inhibitor],-12.9%,12.4%,-3.9%,0.1%,7.1%,2.1%,10.5
O=C(Nc1cccc(S(=O)(=O)N2CCOCC2)c1)C1CCCC1,-3.9%,-3.9%,-1.6%,4.2%,/,7.1%,0.7%,-4.4%,-7.5
Cn1nnnc1SCC(=O)N1c2ccccc2CCc2ccccc21,-34.2%,?,0.0%,1.6%,-14.5%,-8.0%,?,-16.0%,10.8
CC(=O)Nc1nc(S(=O)(=O)c2ccc(C)cc2)c(Cl)s1,-12.1%,-0.5%,-17.3%,-4.5%,7.6%,-8.6%,12.9%,7.6%,?
CCOC(=O)C[n+]1c(C)sc2ccc(OC)cc21,?,11.3%[9.22 µM],-9.4%,50.1µM*,-5.0%,?,?,-33.8%,-27.5
C=C(C)Cn1c2ccc(NC(=O)CCc3cccc(Cl)c3)cc2c(=O)n1C,?,/,?,-4.9%,-14.6%,?,/,?,37.7
O=C(CSCc1n[nH]c(=O)[nH]1)NCCOc1cccc(Oc2ccccc2)c1,-21.4%,2.4%,-15.9%,8.4%,6.0%,-6.2%,-6.9%,-18.4%,4.6
CC(=O)NNC(=O)CC(=O)Nc1nc(C23CC4CC(CC(C4)C2)C3)cs1,?,-0.6%,-8.4%,0.4%,-19.7%,?,?,-2.4%,-5.7
Cc1ccc(Cn2c(N3CCN(C)CC3)nc3c2c(=O)[nH]c(=O)n3C)cc1,2.9%,-4.5%,0.0%,-11.6%,2.1%,-10.0%,?,-5.5%,9.5
O=C(Nc1cccc(F)c1)NC1CCCCCCC1,?,10.4%,?,-6.5%,29.5%,-29.5%,20.3%,?,-92.1*
CN(Cc1ccccc1)S(=O)(=O)c1cccc2cccnc12,-8.7%,-22.5%,20.6µM*,-11.3%,-1.2%,21.0%,0.2%,2.1%,0.0
CC(C)NC(=O)c1cc(C2CCCCN2C(=O)c2ccc(C#N)cc2)on1 (stereo not drawn),24.3%,/,0.0%,-0.4%,5.3%,6.4%,/,0.0%,0.8
Cc1ccc(/C=C2/N=C(c3ccccc3)NNC2=O)cc1,-17.3%,-1.1%,-6.1%,-0.9%,-9.8%,-11.7%,-1.9%,-16.7%,-6.7
O=C(O)CSCC(=O)Nc1ccc(S(=O)(=O)N2CCCCC2)cc1,17.1%,-0.3%,0.0%,5.7%,6.0%,15.5%,-2.2%,8.8%,5.0
COC(=O)C1=C(C)N(C)C(=O)NC1c1ccc([N+](=O)[O-])o1 (stereo not drawn),-14.4%,23.1µM*,-14.2%,7.7%,/,-5.1%,?,-9.9%,-2.9
COC(=O)[C@]12CCCCC=C1N(Cc1ccc(Cl)cc1Cl)C(=O)[C@H](CC(=O)NCc1cccc3ccccc13)C2,-28.4%,/,?,-3.0%,-3.3%,-25.6%,/,?,?
COc1ccc(CNC(=O)CSCc2c(F)cccc2Cl)cc1,-6.2%,-6.9%,?,-3.1%,/,1.9%,12.9%,-2.1%,15.6
Cc1cccc(NS(=O)(=O)c2ccc(Oc3ccccc3)cc2)n1,-7.7%,-0.1%,3.6%,-2.6%,-7.6%,-11.2%,19.0%,2.8%,59.4
CNc1nc(NCc2ccccc2)c2ccccc2n1,?,14.6%,-22.6%,13.4%,?,?,?,?,/
Cn1nc([N+](=O)[O-])nc1Oc1ccc2ccccc2c1,5.3%,-2.4%,4.9%,-7.0%,-12.4%,6.4%,19.3%,4.3%,5.0
CCOC(=O)N1CCN(C(=O)c2ccc(N3C(=O)c4ccccc4C3=O)cc2)CC1,-0.3%,2.2%,-17.0%,-33.9%[57.1 µM],-12.6%,-0.9%,?,6.0%,18.9
COC(=O)C1=C(C)N(CCc2ccc(OC)c(OC)c2)C(=O)/C1=C\c1ccc(O)cc1,0.0%,?,-35.5%,-22.3%,1.5%,0.0%,17.7%,9.5%,18.4
COc1ccc(CNC(=O)c2cc3ccccc3oc2=O)cc1,-4.3%,2.7%,-4.6%,3.1%,0.6%,3.2%,-2.0%,-19.3%,-18.4
Cc1c(OC(C)C(=O)NCCN2CCOCC2)ccc2c(-c3ccccc3)cc(=O)oc12 (stereo not drawn),1.7%,-0.1%,13.9%,-2.9%,/,1.0%,1.5%,-2.9%,-2.1
CCCCCOC(=O)C1=C(C)NC(=O)NC1c1ccccc1 (stereo not drawn),-6.3%,14.7%,-1.0%,-4.5%,13.0%,-22.4%,?,-7.5%,7.4
# The listing continues:
SMILES,HT1080 IDH1KD tx,SW480 rerep,KB-V1 cytotox,WRN helicase inh,ATXN2 expr inh,HT1080-NT tox,MCF10A rerep,KB-3-1 tox,IL-1B inflam inh
CCC(Oc1ccccc1)C(=O)Nc1cc(C)on1 (stereo not drawn),-5.1%,-14.9%,6.1%,-1.3%,29.3%,10.5%,10.3%,12.0%,13.9
COc1cccc(CNc2nc(NCc3ccccc3OC)nc3ccsc23)c1,23.1µM*,/,?,-6.2%,?,23.1µM*,/,?,-75.5*
CCOc1ccc(CNC2CCCCCCC2)cc1OC,-0.8%,-3.9%,0.7%,-3.3%,8.6%,-1.2%,-6.1%,-2.3%,?
C[C@H]1CCCCO[C@@H](CN(C)S(=O)(=O)c2ccc(F)cc2)[C@@H](C)CN([C@@H](C)CO)C(=O)c2cc(NC(=O)Nc3ccc4c(c3)OCO4)ccc2O1,-3.7%,/,26.4%,6.3%,-7.2%,-4.7%,/,-3.3%,-27.3
CCN(C(=O)CSc1ncn[nH]1)c1c(N)n(Cc2ccccc2)c(=O)[nH]c1=O,-2.8%,6.6%,-11.1%,-7.3%,5.1%,-3.6%,1.8%,1.0%,-0.7
COCCNc1nc(C(C)(C)C)nc2c1nnn2Cc1ccccc1Cl,16.5%,-7.9%,-0.4%,-7.7%,-3.5%,-6.6%,-4.2%,?,40.7
COC(=O)c1ccc(CSc2ccc3nnc(-c4cccc(F)c4)n3n2)o1,?,?,-11.3%,-4.3%,-21.9%,-2.0%,15.8%,3.1%,-7.2
COC(=O)c1ccccc1S(=O)(=O)N1CCC(C(=O)NC2=NCCS2)CC1,-5.1%,-19.0%,11.3%,-7.2%,0.4%,1.1%,-4.0%,-9.4%,13.0
CC1CCN(CC(=O)N2CCN(c3ccccc3)CC2)CC1,13.2%,1.1%,-12.6%,7.0%,2.1%,5.1%,-9.9%,0.3%,4.5
CCOc1ccc(-c2cn[nH]c2N)cc1,?,?,-3.3%,-8.2%,5.8%,?,18.4µM*,1.6%,34.0
Cc1cccc(OCC(=O)N=Nc2c(O)[nH]c3ccc([N+](=O)[O-])cc23)c1,11.8%,-29.7%,16.0%,5.7%,/,-4.5%,-3.2%,-2.0%,36.2
Oc1ccccc1-n1c(-c2ccccc2)ccc1-c1ccccc1,?,14.0%,-14.8%,-2.7%,/,?,20.6µM*,2.7%,-80.5*
Cc1cccnc1NC(=O)Cn1c(=O)oc2ccccc21,-17.7%,-6.7%,-17.8%,8.3%,-15.0%,-21.5%,-17.1%,0.0%,3.4
S=C(NCc1ccco1)N1CCN(C/C=C/c2ccccc2)CC1,-7.3%,0.2%,?,-0.2%,-10.5%,-2.3%,0.6%,-3.0%,5.9
Oc1ccc(NC(=S)Nc2ccccc2)cc1,-4.1%&16.6%,-10.5%&0.5%,-12.3%&1.2%,-3.9%&1.1%,28.5%,9.9%&14.1%,-5.2%&15.7%,?,16.7&-12.9
COc1ccccc1N1CCN(C(=O)c2nn(-c3ccccc3OC)c(=O)c3ccccc23)CC1,-0.9%[9.24 µM],0.1%,?,9.9%,0.3%,2.8%,2.2%,-5.9%,-13.8
CCOc1ccc(C(=O)c2ccccc2C(=O)O)cc1OCC,0.1%,-5.9%,?,2.1%,2.3%,8.6%,2.2%,17.9%,16.6
S=c1nc(-c2ccccc2Cl)n(Cc2cccnc2)c2c1CCCC2,21.4%,?,24.6%,-16.4%,0.2%,6.9%,17.1%,-12.5%,-0.7
N#Cc1ccc(OCC(=O)OCC(=O)c2ccc[nH]2)cc1,11.4%,-0.2%,5.0%,-6.8%,-0.4%,16.1%,-0.1%,-10.6%,12.4
CCN1C(=O)c2cccc3c(S(=O)(=O)NCc4ccco4)ccc1c23,?,?,-23.7%,-16.5%,4.9%,-2.3%,11.6µM*,2.1%,18.5
COc1ccc(C=NNC(=O)CCCCC(=O)NN=Cc2ccc(OC)cc2)cc1,-2.2%,-16.2%,?,9.0%,-1.7%,-1.9%,10.1%,8.2%,23.5
C/C(=N\OC(=O)Nc1ccccc1)c1ccc(C)cc1,8.3%,-6.0%,5.4%,-2.3%,75.6%[activator],1.3%,-4.0%,0.0%,?
CC(C)CN(C(=O)c1cccc(S(=O)(=O)N2CCN(Cc3ccccc3)CC2)c1)C1CCS(=O)(=O)C1 (stereo not drawn),1.7%,19.0%,-11.3%,-8.7%,4.3%,-1.4%,5.7%,-2.4%,3.3
COCc1ccc(-c2c(-c3ccsc3)oc(=O)c3cc(OC)c(OC)cc23)cc1,-1.1%,1.4%,?,-2.6%,42.2%[activator],-2.2%,3.66µM*,?,8.1

# An excerpt from above in order of the IL-1B inflam inh value, falling:
molecule | SW480 rerep | WRN helicase inh | IL-1B inflam inh
CCC(Oc1ccccc1)C(=O)Nc1cc(C)on1 (stereo not drawn) | -14.9% | -1.3% | 13.9
COCc1ccc(-c2c(-c3ccsc3)oc(=O)c3cc(OC)c(OC)cc23)cc1 | 1.4% | -2.6% | 8.1
C[C@H]1CCCCO[C@@H](CN(C)S(=O)(=O)c2ccc(F)cc2)[C@@H](C)CN([C@@H](C)CO)C(=O)c2cc(NC(=O)Nc3ccc4c(c3)OCO4)ccc2O1 | / | 6.3% | -27.3
